EPAC2 agonist = qHTS for Agonist of cAMP-regulated guanine nucleotide exchange factor 4 (EPAC2): primary screen; Rap guanine nucleotide exchange factor 4 (Homo sapiens), Q8WZA2; EPAC2 activation, biochemical qHTS; response scale: 100% = 6.5 mM cAMP response; Potency, µM (highest dose often 154 µM), for inactives: at the top dose activation, most hits filed as activators; hit rate 0.079% among 360,000; AID 720711, 2013; also: nearly all actives have a fitted effect of over 50% in size
Target sequence (Q8WZA2 whole entry, looked up): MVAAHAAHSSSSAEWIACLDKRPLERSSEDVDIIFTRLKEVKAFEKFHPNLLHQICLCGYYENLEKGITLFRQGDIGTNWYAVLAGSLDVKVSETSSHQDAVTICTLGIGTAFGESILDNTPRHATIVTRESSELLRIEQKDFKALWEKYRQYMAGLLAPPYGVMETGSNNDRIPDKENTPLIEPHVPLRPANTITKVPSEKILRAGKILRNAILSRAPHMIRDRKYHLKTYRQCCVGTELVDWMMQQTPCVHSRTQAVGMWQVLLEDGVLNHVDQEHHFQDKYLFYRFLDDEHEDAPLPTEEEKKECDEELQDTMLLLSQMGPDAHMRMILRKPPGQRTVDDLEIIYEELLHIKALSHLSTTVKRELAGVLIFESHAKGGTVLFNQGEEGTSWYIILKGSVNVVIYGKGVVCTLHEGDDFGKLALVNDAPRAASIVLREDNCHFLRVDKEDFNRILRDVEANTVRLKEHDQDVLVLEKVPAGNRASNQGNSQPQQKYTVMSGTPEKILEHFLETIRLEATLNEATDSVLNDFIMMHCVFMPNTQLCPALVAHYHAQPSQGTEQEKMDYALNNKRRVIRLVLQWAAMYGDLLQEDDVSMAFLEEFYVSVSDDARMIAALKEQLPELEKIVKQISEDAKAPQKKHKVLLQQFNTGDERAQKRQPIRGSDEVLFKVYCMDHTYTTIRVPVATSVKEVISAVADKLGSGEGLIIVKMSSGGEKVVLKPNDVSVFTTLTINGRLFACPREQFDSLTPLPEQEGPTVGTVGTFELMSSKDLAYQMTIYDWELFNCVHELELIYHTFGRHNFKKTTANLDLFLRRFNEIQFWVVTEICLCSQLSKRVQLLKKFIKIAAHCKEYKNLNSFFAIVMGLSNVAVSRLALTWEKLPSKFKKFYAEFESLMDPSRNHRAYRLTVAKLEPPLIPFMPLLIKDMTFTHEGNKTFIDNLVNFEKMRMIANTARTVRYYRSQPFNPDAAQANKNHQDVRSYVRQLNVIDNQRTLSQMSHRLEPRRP
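Readout is BODIPY fluorescence (480 nm excitation, 540 nm emission), which falls as labeled GDP is exchanged off Rap1B. EPAC2 at 100 nM acted on 250 nM RAP1B-BODIPY-GDP with 50 uM GDP present.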
PTHR1 agonist = qHTS for PTHR1 Agonists: Primary Screen; Parathyroid hormone/parathyroid hormone-related peptide receptor (Homo sapiens), Q03431; HEK293 GP2 PTHR1 cells, GloSensor cAMP luminescence, 1 h; Potency, µM (doses to about 115 µM), for inactives: at the highest dose activation, hits mostly activators; hit rate 0.075% among 410,000; also: nearly all actives have a fitted effect of over 55% in size; some results filed as inactive show a strong effect at the top dose; inactives centre near -15; many of its hits are not listed in these tables
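HEK-293-derived GP2 cells expressing PTHR1 and a GloSensor cAMP reporter, 3,000/well, plated overnight, given luciferin plus IBMX (each 0.5 mM as added) for 1 h at 37 °C, then compound for 1 h at 37 °C. Luminescence was read after 15 min at room temperature.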
EPAC2 antagonist = qHTS for Antagonist of cAMP-regulated guanine nucleotide exchange factor 2 (EPAC2): primary screen | Potency, µM (titrated, usually from 114 µM), for the others: top-dose activity, negative = inhibition, usual class: inhibitors | hit rate 0.18% among 360,000 | Rap guanine nucleotide exchange factor 4 (Homo sapiens), Q8WZA2 | AID 720708, 2013 | EPAC2 GEF exchange of Rap1B-BODIPY-GDP, fluorescence; also: % is scaled to controls: 0 for no effect and ±100 for the full control effect; nearly all actives have a fitted effect of over 45% in size; many of its hits are not listed in these tables
EPAC1 antagonist = qHTS for Antagonist of cAMP-regulated guanine nucleotide exchange factor 3 (EPAC1): primary screen; Rap guanine nucleotide exchange factor 3 (Homo sapiens), O95398; EPAC1 GEF assay, Rap1b-BODIPY-GDP exchange fluorescence; Potency, µM (titrated, usually from 115 µM), without a hit: at the top dose activity change, negative = inhibition, actives largely listed as inhibitors; hit rate 0.14% among 360,000;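 also: plate controls were vehicle for no effect and positive control for full effect; nearly all actives have a fitted effect of over 50% in size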
aSyn yeast inh = qHTS of alpha-syn Inhibitors; Yeast expressing alpha-synuclein, growth rescue, BacTiter-Glo, 24 h; Potency, µM (series often up to 46.1 µM), without a hit: at the highest dose growth rescue (activation), usual class: activators; hit rate 0.14% among 370,000; also: % of control where 0% means no effect; nearly all actives have a fitted effect of over 65% in size
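Readout is rescue of growth in alpha-synuclein-expressing yeast, so inhibitors of toxicity appear as activators. Growth after 24 hr at 30 deg C in galactose medium is quantified by luminescence.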
FUS suppressor = qHTS for Suppressors of FUS Proteinopathy: Primary screen using FUS-linked yeast assay; S. cerevisiae FUS-expressing, growth rescue, OD600, 24 h; Potency, µM (doses to about 76.6 µM), for the others: top-dose growth rescue (activation), usual class: activators; hit rate 0.24% among 390,000;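 also: plate controls were DMSO vehicle for no effect and reference control for full effect; nearly all actives have a fitted effect of over 55% in size; some results filed as inactive show a strong effect at the top dose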
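Read-out: OD at 600 nm after 24hr at 30C, reporting rescue of FUS-induced yeast toxicity. Cells at OD 0.005 in galactose (2%) minimal medium; compounds tested in a dilution series; CP55940 titration from 92uM final as control.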
EPAC1 agonist = qHTS for Agonist of cAMP-regulated guanine nucleotide exchange factor 3 (EPAC1): primary screen | Rap guanine nucleotide exchange factor 3 (Homo sapiens), O95398 | EPAC1 agonist qHTS, biochemical assay; response scale: 100% = response to 6.5 mM cAMP | hit rate 0.073% among 360,000 | Potency, µM (doses to about 154 µM), without a hit: top-dose activation, hits mostly activators; also: nearly all actives have a fitted effect of over 60% in size
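Compounds were pinned as a concentration titration into mixtures of EPAC1 (100 nM), BODIPY-GDP-loaded Rap1B (250 nM) and GDP (50 uM). After 5 min at room temperature, fluorescence was followed for 30 min; activity was scaled to 6.5 mM cAMP.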
TDP-43 yeast inh = qHTS of TDP-43 Inhibitors; TDP-43 expressing yeast growth rescue, BacTiter-Glo, 24 h; Potency, µM (series often up to 46.1 µM), inactives show top-dose growth rescue (activation), actives largely listed as activators; hit rate 1.8% among 410,000; also: % of control where 0% means no effect; nearly all actives have a fitted effect of over 50% in size
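Readout is BacTiter-Glo luminescence of cell growth, so inhibitors register as activators. TDP-43-expressing yeast at OD600=0.02 in galactose medium, after raffinose pregrowth to mid-log, were incubated with compound for 24 hr at 30 deg C.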
Starred values were filed as active, the others as inactive; i = inactive; ? = inconclusive; . = no result given; [ ] = dose if it differs, or a comment. Calls follow the shape of the dose curve; as a rule, active = well fitted curve in the direction sought with a large enough effect; inconclusive = small, poorly fitted or top-dose-only effect, or another doubt; inactive = no such curve, though single readings can be large; an effect the other way counts as inactive or inconclusive. Potency is read from the fitted curve at half-maximal effect. Some of the compounds tested; the hit share may differ from the screen's.

Each structure is followed by: TDP-43 yeast inh, EPAC2 antagonist, EPAC1 agonist, aSyn yeast inh, EPAC2 agonist, PTHR1 agonist, FUS suppressor, EPAC1 antagonist
CCc1ccccc1NC(=O)C1CCN(C(=O)N2CCOc3ccccc32)CC1
 : 20%, -5%, 6%, 0%, 20%, -24%, 6%, 17%
CCOC(=O)N1CCN(c2ncnc3nc[nH]c23)CC1
 : 0%, 2%, 7%, 2%, 0%, i, -12%, 8%
CC(C)NC(=O)CSc1nc2ccccc2c(=O)n1CCCOC(C)C
 : -10%, 8%, -5%, 2%, -10%, -4%[57.5 µM], 2%, 5%
Cc1nccn1CC(=O)N/N=C/c1cccc(O)c1
 : 2%, 14%, -8%, -13%, 6%, -3%, -23%, -15%
CS(=O)(=O)N1CCCCC1c1cc(C(=O)NCc2ccc(Cl)c(Cl)c2)no1 (centres undefined)
 : 12%, 4%, -8%, 3%, 10%, -6%, 33%, -17%
CC1CCN(C(=O)CSc2nc3[nH]ncc3c(=O)[nH]2)CC1
 : 15%, 21%, 5%, -8%, 10%, i, 24%, 6%
CC(=O)NC12CC3CC(C1)CC(C(=O)OCC(=O)c1ccc4c(c1)OCCO4)(C3)C2
 : 8%, 1%, 3%, 3%, -2%, -2%, 15%, -8%
COc1ccc(-n2c(=S)[nH]c3cc(C(=O)Nc4ccc(C)c(F)c4)ccc3c2=O)c(OC)c1
 : 6%, 6%, 7%, -1%, 4%, -22%, 27%, -4%
CC1CCC(N2CC(=O)N(Cc3ccc4c(c3)OCO4)C(c3ccc(F)cc3)C2=O)CC1 (centres undefined)
 : -5%, -7%, 0%, 1%, 12%, -5%, 30%, -27%
CCOC(=O)c1ccc(Nc2nnc3nc(C)cc(C)n23)cc1
 : 5%, 7%, -6%, -4%, -1%[15.6 µM], i, 6%, 8%
CC(C)c1ccc(NC(=O)NCc2ccc3c(c2)OCO3)cc1
 : 0%, 1%, 3%, 3%, 8%, -9%, 5%, -1%
Cc1cc(=O)oc2cc(OCC#N)ccc12
 : 14%, 6%, 10%, 0%, 12%, 0%, 3%, -26%
COc1cccc(CN2C(=O)[C@@H]3Cc4c([nH]c5ccccc45)C(C)(C)N3C2=O)c1
 : ., -6%, -5%, ., 13%, -41%[inhibitor], ?, -7%
CCCN(CC(=O)Nc1ccccc1C)C(=O)c1ccc(-c2ccc(C(C)=O)cc2)o1
 : 4%, -10%, 0%, -3%, 4%, -28%, 38%, -5%
CC1Nc2ncnc(N3CCc4ccccc4C3)c2N(Cc2ccccc2)C1=O (centres undefined)
 : 0%, -15%, 2%, 1%, 10%, i, ?, -6%
CN1CCN(c2ccc(S(=O)(=O)N3CCCCC3)cc2NC(=O)Cc2ccc(Cl)cc2)CC1
 : -2%, -5%, -3%, 0%, 5%, i, 15%, -15%
Nc1nc2ccccc2n1C(=O)CCc1ccccc1
 : -5%, 7%, 3%, -16%, -10%, -3%[57.5 µM], -1%, -2%
CCCCNC(=O)CCn1c(=S)[nH]c2cc3c(cc2c1=O)OCO3
 : -2%, -3%, 0%, -5%, 8%, i, 8%, 0%
COc1ccc(/C=C2\SC(=Nc3ccccc3OC)NC2=O)cc1
 : ?, -7%, 4%, 8%, 1%, -21%, 20%, 12%
Cc1noc(C)c1CSc1nc2ccccc2s1
 : ?, 3%, 9%, 16%, 16%, 26%[57.5 µM], 16%, -3%
CC(C)(C)n1nnnc1C(c1ccncc1)N1CCN(c2ccc(O)cc2)CC1 (centres undefined)
 : -17%, 18%, 1%, -5%, 2%, -2%[57.5 µM], 38%, 9%
Cn1c(C(=O)N2CCN(c3ccccc3)CC2)cc2cc(Cl)ccc21
 : 18%, 11%, 20%, 13%, 12%, -6%, -17%, 9%
O=C(CSc1nccn1Cc1ccccc1)Nc1nccs1
 : -9%, 12%, 3%, -3%, 4%, ?, -6%, 14%
O=C(NCC1CCCO1)c1nn2c(C(F)(F)F)cc(-c3ccc(Br)o3)nc2c1Br (centres undefined)
 : -1%, -4%, 7%, 10%, 6%, -15%, 24%, -9%
O=C(COC(=O)CCS(=O)(=O)c1ccc(Cl)cc1)NCCc1ccccc1
 : 7%, 10%, -4%, 8%, -1%, i, 1%, 8%
Cc1ccccc1N(CC(=O)NCCSCc1ccco1)S(C)(=O)=O
 : -16%, -4%, -6%, 4%, -5%, i, 14%, 18%
C=CCn1c(SCC(=O)Nc2cc(C)c(Cl)cc2OC)nnc1-c1ccco1
 : ?, -1%, 17%, 16%, 18%, -9%[57.5 µM], 33%, -11%
CCOc1cccc(OCCCCN2CCCCC2)c1
 : -10%, -3%, -2%, -1%, 7%, i, 1%, 0%
CCN(CC)CCCNC(=O)c1nn(-c2ccc(OC)cc2OC)c(=O)c2ccccc12
 : 6%, 9%, 10%, -3%, 11%, i, 5%, 8%
Cc1cccc(/C=N\NC(=O)c2sccc2-n2cccc2)c1
 : 14%, 4%, 1%, 6%, 9%, i, 2%, -2%
Cc1ccnc(SCC(=O)c2ccc(Br)cc2)c1C#N
 : 2%, -4%, 10%, 4%, -4%, -89%[inhibitor], 8%, -10%
CC(=O)c1cccc(NC(=O)C(OC(=O)c2ccccc2NS(=O)(=O)c2cccs2)c2ccccc2)c1 (centres undefined)
 : -4%, -3%, 17%, -2%, 5%, -15%, 6%, -16%
O=C(Cc1cccs1)N(c1ccc(F)cc1)C1(C(=O)NC2CCCCC2)CCCC1
 : 10%, 7%, 7%, -7%, 13%, -2%, 18%, -20%
Cc1nc2ccccc2c2oc(C(=O)N3CCC(C)CC3)cc12
 : 13%, -11%, 4%, 1%, 7%, i, -11%, -25%
O=C(Nc1ccccc1)c1nc[nH]c1C(=O)NCc1ccccc1
 : 15%, -11%, 2%, -5%, 3%, -41%[inhibitor], -17%, 1%
Cc1ccc(OCC(=O)Nc2ccc(Cl)cc2)c([N+](=O)[O-])n1
 : 13µM*, -8%, -2%, 2%, 0%, -64%[inhibitor], -11%, -25%
COc1ccc(OCC(=O)Nc2ccccc2O)cc1
 : -10%, 6%, 9%, -10%, 5%, i, 20%, 13%
N=C1/C(=C/c2cccn2Cc2ccc(F)cc2)C(=O)N=C2SC=CN12
 : 0%, 5%, -6%, -2%, -1%, -20%, -15%, 7%
Cc1cc([N+](=O)[O-])nn1Cc1ccc(C(=O)N/N=C/c2ccc(O)cc2O)cc1
 : -16%, -6%, 6%, 0%, 3%, i, ., 0%
CCN(CC)C(=S)Nc1ccc2nc3n(c(=O)c2c1)CCCCC3
 : 15%, 20%, -7%, 11%, -5%, -15%, 11%, 6%
CN1CCN(C(=O)CCn2c(=S)[nH]c3ccccc3c2=O)CC1
 : 0%, -13%, 11%, -1%, 7%, -1%, -15%, 8%
Cc1ccc(C(C(=O)NC2CCCC2)N(Cc2ccc(F)cc2)C(=O)c2csnn2)o1 (centres undefined)
 : 11%, -4%, -2%, 0%, 3%, -1%, 11%, -8%
O=C(CSc1nnc(-c2cccnc2)n1Cc1ccccc1)NCc1ccco1
 : -13%, 12%, -2%, 5%, 1%, i, 30%, 8%
N#C/C(=C/c1ccc(F)cc1)c1nnc(NC(=O)c2ccccc2)s1
 : 17%, -6%, 11%, 1%, 7%, i, -25%, 18%
CCn1c(Oc2ccc(F)cc2)nc2c1c(=O)n(C)c(=O)n2C
 : 30%, -11%, 8%, 4%, -6%, -10%, -6%, -2%
O=C(NCc1ccccc1)c1ccc(-c2ccc(F)c(F)c2)c2ccoc12
 : -8%, -12%, 8%, -1%, 24%, -44%[inhibitor], -14%, -3%
CCOC(=O)c1sc(NC(=O)c2ccccc2)cc1C
 : -8%, 7%, -5%, -7%, -3%, -21%, -16%, 7%

13 entries from above, with bars between the fields:
SMILES | TDP-43 yeast inh | EPAC2 antagonist | EPAC1 agonist | aSyn yeast inh | EPAC2 agonist | PTHR1 agonist | FUS suppressor | EPAC1 antagonist
COc1ccc(/C=C2\SC(=Nc3ccccc3OC)NC2=O)cc1 | ? | -7% | 4% | 8% | 1% | -21% | 20% | 12%
Cc1noc(C)c1CSc1nc2ccccc2s1 | ? | 3% | 9% | 16% | 16% | 26%[57.5 µM] | 16% | -3%
CC(C)(C)n1nnnc1C(c1ccncc1)N1CCN(c2ccc(O)cc2)CC1 (centres undefined) | -17% | 18% | 1% | -5% | 2% | -2%[57.5 µM] | 38% | 9%
Cn1c(C(=O)N2CCN(c3ccccc3)CC2)cc2cc(Cl)ccc21 | 18% | 11% | 20% | 13% | 12% | -6% | -17% | 9%
O=C(CSc1nccn1Cc1ccccc1)Nc1nccs1 | -9% | 12% | 3% | -3% | 4% | ? | -6% | 14%
O=C(NCC1CCCO1)c1nn2c(C(F)(F)F)cc(-c3ccc(Br)o3)nc2c1Br (centres undefined) | -1% | -4% | 7% | 10% | 6% | -15% | 24% | -9%
O=C(COC(=O)CCS(=O)(=O)c1ccc(Cl)cc1)NCCc1ccccc1 | 7% | 10% | -4% | 8% | -1% | i | 1% | 8%
Cc1ccccc1N(CC(=O)NCCSCc1ccco1)S(C)(=O)=O | -16% | -4% | -6% | 4% | -5% | i | 14% | 18%
C=CCn1c(SCC(=O)Nc2cc(C)c(Cl)cc2OC)nnc1-c1ccco1 | ? | -1% | 17% | 16% | 18% | -9%[57.5 µM] | 33% | -11%
CCOc1cccc(OCCCCN2CCCCC2)c1 | -10% | -3% | -2% | -1% | 7% | i | 1% | 0%
CCN(CC)CCCNC(=O)c1nn(-c2ccc(OC)cc2OC)c(=O)c2ccccc12 | 6% | 9% | 10% | -3% | 11% | i | 5% | 8%
Cc1cccc(/C=N\NC(=O)c2sccc2-n2cccc2)c1 | 14% | 4% | 1% | 6% | 9% | i | 2% | -2%
Cc1ccnc(SCC(=O)c2ccc(Br)cc2)c1C#N | 2% | -4% | 10% | 4% | -4% | -89%[inhibitor] | 8% | -10%
